MC4R antagonist: MC4R antagonists of cAMP signaling, primary screen, cell-based, TR-FRET, antagonist arm of biased-ligand search; inhibition, % at 6.5 µM; MC4R-expressing cells, MTII-stimulated cAMP, LANCE TR-FRET; Melanocortin receptor 4 (Homo sapiens), P32245; hit rate 0.48% among 360,000;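 active = inhibition above its plate's cutoff, the mean of tested wells on that plate plus 3 SD, cut at about 29% in these data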;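 note: 0% = Melanotan II alone and 100% = Melanotan II plus saturating MCL0020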
Target sequence (P32245 whole entry, looked up): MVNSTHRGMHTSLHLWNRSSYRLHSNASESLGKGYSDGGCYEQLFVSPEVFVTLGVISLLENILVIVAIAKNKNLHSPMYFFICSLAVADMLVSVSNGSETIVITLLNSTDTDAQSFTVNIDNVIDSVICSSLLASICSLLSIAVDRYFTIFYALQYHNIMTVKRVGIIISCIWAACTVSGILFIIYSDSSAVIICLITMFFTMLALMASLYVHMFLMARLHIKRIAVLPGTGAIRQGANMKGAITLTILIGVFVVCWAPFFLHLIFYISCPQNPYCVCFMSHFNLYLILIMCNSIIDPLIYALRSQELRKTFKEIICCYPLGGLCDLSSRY
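Test system: U2OS cells stably expressing human melanocortin 4 receptor (MC4R); also added: Melanotan II challenge; compound: 6.5 µM single dose; timing: 30-min compound preincubation, 1-h Melanotan II challenge, 1-h detection, room temperature; signal: Eu-cAMP/anti-cAMP TR-FRET, emission 671 nm; repeats: one well per compound, no replicates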
CaV13 FRET inh: Primary screen for inhibitors of IQ motif and Ca2+-dependent inactivation inhibitor domain binding in CACNA1D, Förster resonance energy transfer in living cells, …; hit rate 0.098% among 340,000; HEK cells, CFP/YFP FRET ICDI-IQ, plate reader, 10 min; percent FRET-ratio fall versus neutral wells; inhibition, % at 12.3 µM; AID 743397;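 active = mean replicate inhibition of at least 30% and at least 1% of replicates passing that level; inconclusive = only one of the two criteria is met; inactive = neither criterion is met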;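 note: 0% = median of the neutral control wells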
ABCB6 inh MLPCN: ABCB6 transporter inhibitors, primary screen, K562-ABCB6 cells, flow cytometry, MLPCN library. fluorescence ratio to DMSO, % at 10 µM. ATP-binding cassette sub-family B member 6 (Homo sapiens), Q9NP58. K562-ABCB6 porphyrin accumulation, 1 h; active compounds read low. hit rate 0.19% among 360,000;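 active = fluorescence ratio to DMSO below 75%, the collection mean minus 3 SD; inconclusive = too few cells collected in the well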;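 note: signal is porphyrin accumulated inside mitochondria; 100% equals median channel fluorescence of DMSO control wells; lower ratio means ABCB6 inhibition with less porphyrin fluorescence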
H9c2 protect: cardioprotection against H2O2-induced cell death, primary screen, uHTS, H9c2 cells, ATPLite luminescence; protection from H2O2 cell death, % at 20 µM; hit rate 0.63% among 360,000; H9c2 cardiomyocytes, H2O2 injury protection, 2 h;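 active = compounds giving at least 50% protection of heart cells from peroxide-induced death in the single-dose screen, raw or plate-pattern-corrected value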;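 note: 0% = DMSO wells with peroxide and 100% = DMSO wells without peroxide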
Granule exo inh: LAMP-1 surface exposure blockers, TALL-104 cells – cell-based, flow cytometry, MLPCN library, primary screen | AID 651702, 2012 | TALL-104 LAMP-1 surface exposure; cells stimulated with thapsigargin and PMA | hit rate 0.66% among 360,000 | inhibition, % at 10 µM;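 active = inhibition above about 55%, limit read from the data; inconclusive = no clear call, values can overlap the other calls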
MC4R ag barr: MC4R agonists recruiting beta-arrestin, primary screen, cell-based, luminescence, agonist arm of biased-ligand search; Melanocortin receptor 4 (Homo sapiens), P32245; U2OS MC4R beta-arrestin complementation; percent of melanotan II response, DMSO zero; activation, % at 8.9 µM; hit rate 0.98% among 360,000; AID 540308, 2011;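 active = activation above a per-plate cutoff, the mean activation of sample wells on that plate plus 3 SD, cut at about 8% in these data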
PDI turbidity: inhibitors of human PDI, primary screen, biochemical, turbidity, single point, plate reader; inhibition, % at 10 µM; hit rate 0.052% among 350,000; Protein disulfide-isomerase (Homo sapiens), P07237; AID 588391, 2011; PDI insulin aggregation turbidity, A650, 90 min;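 active = mean inhibition across replicates of 30% or more, whatever share of single replicates reach that level; inconclusive = mean inhibition below 30% while every single replicate reaches 30%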;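 note: absorbance from insulin aggregation driven by PDI reduction with DTT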
N-glyco inh: increase of ERlucT glycosylation luciferase signal, primary screen, N-linked glycosylation inhibitor project, D54 ERlucT cells, luminescence, set 2; D54 ERlucT glycosylation luciferase reporter, 24 h; percent of 100 nM tunicamycin response; reporter increase, % at 12.5 µM; hit rate 0.23% among 360,000; AID 588692, 2011;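 active = mean luciferase reporter signal, scaled so untreated is 0 and the glycosylation-blocking control 100, at or above a set limit in every replicate; inconclusive = mean reaches the limit but not every replicate does; inactive = mean below the limit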;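 note: luciferase carries N-glycosylation sites so blocking glycosylation raises the light; 0% = median of neutral control wells and 100% = median of 100 nM tunicamycin wells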
ABHD5-PLIN5 inh: ABHD5-PLIN5 interaction inhibitors, primary screen, cell lysate, split luciferase complementation, luminescence; Perilipin-5 (Homo sapiens) + 1-acylglycerol-3-phosphate O-acyltransferase ABHD5 (Homo …; Split G. princeps luciferase complementation, 4 h; inhibition, % at 4 µM; hit rate 0.78% among 360,000; AID 602281, 2012;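 active = inhibition above the mean inhibition across every tested compound plus 3 SD, cut at about 22% in these data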;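 note: 0% = DMSO only wells and the 100% control is not disclosed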
HTR2A ag: mouse Htr2a agonists via beta-arrestin recruitment, primary screen, cell-based, luminescence | activation, % at 7.6 µM | 5-hydroxytryptamine receptor 2A (Mus musculus), P35363 | hit rate 0.66% among 360,000 | AID 624169, 2012 | CHO-K1 mHTR2A beta-arrestin complementation; percent of 30 µM serotonin response;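 active = activation above a run cutoff, the mean activation of all tested compounds plus 3 SD, cut at about 14% in these data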;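 note: 0% = plate median of compound wells and 100% = 30 µM serotonin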
Target sequence (P35363 whole entry, looked up): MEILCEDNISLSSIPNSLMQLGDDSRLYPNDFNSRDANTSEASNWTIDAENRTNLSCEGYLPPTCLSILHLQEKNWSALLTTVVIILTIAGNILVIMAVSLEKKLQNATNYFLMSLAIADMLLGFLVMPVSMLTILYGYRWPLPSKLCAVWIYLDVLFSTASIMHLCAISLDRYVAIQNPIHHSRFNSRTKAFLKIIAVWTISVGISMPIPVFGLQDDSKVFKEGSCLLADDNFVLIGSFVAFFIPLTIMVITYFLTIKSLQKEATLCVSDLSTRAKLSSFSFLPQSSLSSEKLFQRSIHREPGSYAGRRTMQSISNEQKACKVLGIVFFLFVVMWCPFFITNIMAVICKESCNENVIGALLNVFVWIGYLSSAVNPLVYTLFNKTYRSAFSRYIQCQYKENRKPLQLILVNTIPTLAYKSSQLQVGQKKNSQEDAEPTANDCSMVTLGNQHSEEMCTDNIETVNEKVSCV
Active calls of the source: *; ? = inconclusive; / = no result given.

SMILES | MC4R antagonist | CaV13 FRET inh | ABCB6 inh MLPCN | H9c2 protect | Granule exo inh | MC4R ag barr | PDI turbidity | N-glyco inh | ABHD5-PLIN5 inh | HTR2A ag
COc1ccc(N(CC(=O)NCCC2=CCCCC2)S(=O)(=O)c2ccccc2)cc1 | 2 | -1 | 103 | -10 | 62* | -1.5 | -6 | -7 | 3 | 2
COc1ccccc1NS(=O)(=O)c1ccc(C(=O)NCCCN2CCOCC2)cc1 | -3 | -6 | 95 | 1 | -2 | 0.6 | -1 | -1 | 9 | 10
CC(=O)c1ccc(OCC(O)CN(C)Cc2cccs2)cc1 (configuration not stated) | 4 | -5 | 87 | -1 | 2 | 0.8 | -1 | 1 | -4 | 1
O=S(=O)(/N=C(/Nc1ccccn1)c1ccc(Cl)cc1)c1ccc(Cl)cc1 | 1 | -4 | 97 | -4 | 0 | 0.7 | -3 | -3 | -1 | -3
N#Cc1cc([N+](=O)[O-])ccc1N1CCCC1 | -3 | -18 | 100 | 4 | 18 | -0.8 | 0 | 2 | -6 | -2
Cc1c(Cl)cnc(NC(=O)COC(=O)c2ccc3c(c2)OCO3)c1Cl | 24 | -5 | 99 | 4 | -2 | 1.7 | -3 | 2 | 1 | 5
O=C1c2ccccc2C(=O)N1c1nc(-c2cccs2)cs1 | 5 | -3 | 92 | 4 | 2 | -1.0 | 0 | 0 | 9 | -3
Cc1nc2ccc(NS(=O)(=O)c3ccc(Br)cc3)cc2s1 | 13 | -8 | 103 | -10 | -5 | 2.2 | -2 | 1 | -4 | 12
CN(C)C(=O)CN1C(=O)C2CC=C(Cl)CC2C1=O (configuration not stated) | 8 | -5 | 99 | 2 | -3 | -0.4 | 3 | 0 | -3 | 4
O=C(NC1CC2CCC1C2)c1ccco1 (configuration not stated) | -2 | -7 | 100 | 3 | 3 | -0.2 | -9 | 1 | 2 | -6
Cc1ccc(C)c(NC(=O)CSc2nc(N)c(NC(=O)c3cccs3)c(=O)[nH]2)c1 | 8 | -6 | 99 | 4 | -4 | 0.5 | / | 1 | 1 | 3
CCCc1cc(=O)[nH]c(SCC(=O)Nc2ccc3c(c2)CCC3)n1 | 1 | -19 | 100 | 1 | 2 | -2.0 | -12 | 3 | 2 | -2
Cc1cc(-n2ccnc2)n2c(nc3ccccc32)c1C#N | 9 | -7 | 109 | 2 | -1 | -0.5 | 5 | 1 | 8 | 1
O=C(COC(=O)CCC(=O)c1ccc(F)cc1)NCc1ccco1 | 1 | 5 | 104 | -10 | 7 | -4.8 | -2 | 2 | 0 | 6
COc1ccc(-c2cc(NC=O)c3ncc(-c4ccc(C(C)=O)cc4)n3c2)cc1OC | 8 | -10 | 85 | 47 | 2 | 11* | 11 | -7 | 2 | 10
CCOC(=O)C1=C(N)n2c(s/c(=C\c3ccco3)c2=O)=C(C(=O)OCC)C1c1ccco1 (configuration not stated) | 7 | -12 | 100 | 3 | 2 | 0.9 | -8 | 5 | 8 | 0
O=C(CSc1n[nH]c(=O)[nH]c1=O)N/N=C/c1ccccc1O | 1 | -3 | 89 | 4 | -4 | -0.8 | 8 | 0 | 2 | 4
C=CCSc1nnc(NC(=O)c2ccc(S(=O)(=O)NCC3CCCO3)cc2)s1 (configuration not stated) | -1 | -9 | 96 | 3 | 6 | -1.9 | 10 | 0 | 1 | 3
NC(=O)c1ccccc1NC(=O)/C=C/C(=O)O | 4 | -5 | 95 | 1 | -2 | -1.7 | -14 | 3 | -3 | 0
CC(=O)NC(NC(=S)Nc1cccc(Br)c1)C(Cl)(Cl)Cl (configuration not stated) | 5 | 10 | 97 | -7 | 2 | -1.1 | 4 | -1 | 2 | -2
COC(=O)c1ccc(NC(=S)N2CCN(C)CC2)cc1 | 4 | 3 | 96 | -5 | 2 | -1.6 | 0 | 3 | -6 | 3
CCOC(=O)c1c(N=CN(C)C)c(C#N)c2n1CCCC2 | 7 | -5 | 94 | -4 | -4 | -0.6 | 3 | 0 | -7 | 0
CCN(C(=O)CSc1nc2ccc(OC)cc2[nH]1)C1CCS(=O)(=O)C1 (configuration not stated) | 13 | -5 | 99 | 2 | -7 | -3.8 | 6 | 1 | -5 | 0
Cn1c(=O)c2nc(-c3ccc(Cl)cc3Cl)oc2c2ccccc21 | 9 | -6 | 100 | 2 | -7 | 0.0 | -8 | 4 | 2 | 9
CCCCOC(=O)Cn1c(=N)n(CCN(CC)CC)c2ccccc21 | 1 | -2 | 91 | 5 | -1 | -0.7 | 1 | -1 | 2 | 0
Cc1ccc(Nc2nc(=O)c3cccnc3s2)cc1 | 18 | / | 99 | -5 | -6 | -0.5 | 7 | -1 | -1 | -5
COC(=O)CN1C(=O)C(C)(C)Oc2ccc(C(=O)Nc3cccc(OC)c3)cc21 | 4 | -5 | 96 | 12 | 4 | -0.8 | -5 | 2 | -2 | -7
CC(=O)N1CCN(c2ccccc2NC(=O)c2ccco2)CC1 | 5 | -3 | 94 | 4 | -5 | -1.8 | -4 | -1 | -1 | 4
CCn1c(=S)sc2c(=O)n(-c3ccccc3)c(=S)[nH]c21 | 11 | -3 | 100 | -3 | 1 | -0.3 | 4 | -4 | 5 | 4
COc1ccc(NC(=O)C2CCN(C(=O)Nc3ccccc3)CC2)cc1S(=O)(=O)N(C)C | 1 | -7 | 100 | 3 | -3 | -1.5 | -9 | 1 | -7 | -4
COC(=O)c1ccc(CN2CCN(CCCc3ccccc3)C(CCO)C2)cc1 (configuration not stated) | 14 | 4 | 93 | -1 | 0 | -1.6 | -4 | 1 | -3 | -2
O=[N+]([O-])c1cc(Cl)cc(/C=N/NC(=S)Nc2cc(S(=O)(=O)N3CCOCC3)ccc2Cl)c1O | 27 | -2 | 102 | -20 | 7 | -3.6 | 6 | -1 | 1 | -1
CC(=O)Nc1ccc(-c2ccnc3c2CC(C(=O)NCc2cccc(Cl)c2)O3)cc1 (configuration not stated) | -20 | -6 | 99 | 16 | 13 | 0.3 | -18 | 18 | 3 | 5
CCSc1nc(-c2cccnc2)ccc1C#N | -3 | 3 | 99 | 6 | -2 | -0.8 | -3 | -4 | -1 | -2
COc1ccc(-n2cnnc2SC(C)C(=O)Nc2cccc([N+](=O)[O-])c2)cc1 (configuration not stated) | -6 | -3 | 98 | 5 | -2 | -2.7 | -5 | -3 | 1 | -3
CCC(NS(=O)(=O)c1cn(C)nc1C)c1ccccc1 (configuration not stated) | 5 | 13 | 99 | -1 | -1 | 1.2 | 0 | 2 | -2 | -2

One compound at a time, from the list above.
`COC(=O)c1ccc(CN2CCN(CCCc3ccccc3)C(CCO)C2)cc1` (configuration not stated) in the list: MC4R antagonist: 14; CaV13 FRET inh: 4; ABCB6 inh MLPCN: 93; H9c2 protect: -1; Granule exo inh: 0; MC4R ag barr: -1.6; PDI turbidity: -4; N-glyco inh: 1; ABHD5-PLIN5 inh: -3; HTR2A ag: -2
`COc1ccc(N(CC(=O)NCCC2=CCCCC2)S(=O)(=O)c2ccccc2)cc1` in the list: MC4R antagonist: 2; CaV13 FRET inh: -1; ABCB6 inh MLPCN: 103; H9c2 protect: -10; Granule exo inh: 62*; MC4R ag barr: -1.5; PDI turbidity: -6; N-glyco inh: -7; ABHD5-PLIN5 inh: 3; HTR2A ag: 2

Other entries follow:
SMILES | MC4R antagonist | CaV13 FRET inh | ABCB6 inh MLPCN | H9c2 protect | Granule exo inh | MC4R ag barr | PDI turbidity | N-glyco inh | ABHD5-PLIN5 inh | HTR2A ag
CCOc1ccc(-c2cc(C(=O)N3CCC(C)CC3)c3ccccc3n2)cc1 | -2 | -8 | 100 | -14 | 3 | -1.4 | 0 | -6 | 6 | 0
COc1ccc(NC(=O)c2ccc(NC(=O)c3ccncc3)cc2)cc1 | 11 | -3 | 105 | 3 | 5 | 1.5 | 1 | -1 | -17 | 5
O=C(NCc1ccco1)C1CCCCN1S(=O)(=O)c1ccc(F)cc1 (configuration not stated) | 9 | -6 | 100 | -3 | 15 | -1.2 | 7 | -3 | 8 | 1
O=C(CC1NCCNC1=O)Nc1cc(Cl)cc(Cl)c1 (configuration not stated) | 8 | -5 | 98 | 3 | -1 | -1.2 | 5 | 2 | 6 | -2
COc1ccc(C(O)c2ncc(-c3ccccc3)[nH]2)c(OC)c1 (configuration not stated) | 16 | -5 | 98 | -1 | -9 | 0.5 | 8 | 1 | 0 | -1
O=C(/C=C/c1ccccc1)NC(=O)c1ccccc1O | -2 | 9 | 97 | -16 | 5 | -2.7 | 4 | -4 | -4 | -3
Clc1ccc(Cn2nc(-c3ccccc3)nc2-c2ccccc2)cc1 | 6 | -5 | 88 | -1 | -4 | 1.6 | -1 | -1 | -7 | -6
O=C(CSc1nnc(-c2ccccc2)n1-c1ccc(Cl)cc1)N/N=C/c1ccco1 | 1 | -18 | 100 | 4 | 1 | -0.1 | -3 | 1 | -1 | 4
CC(C)(C)n1nnnc1C(c1cccs1)N1CCN(Cc2ccccc2)CC1 (configuration not stated) | 4 | -10 | 99 | -4 | 0 | -2.0 | 7 | -2 | 7 | -5
CC(C)(C)OC(=O)N1CCC[C@H]1c1nnc(SCc2cccc(Cl)c2)o1 | 4 | -4 | 98 | -5 | 2 | -1.3 | -2 | 0 | -4 | -4
CCN(c1ccccc1)S(=O)(=O)c1ccc(C(=O)N2CCCC(C(F)(F)F)C2)cc1 (configuration not stated) | -5 | -6 | ? | -8 | 0 | 2.0 | 3 | 3 | 3 | -3
NC(=O)CC1NC(=O)c2ccccc21 (configuration not stated) | 1 | -5 | 94 | 6 | -2 | -4.1 | 1 | 0 | -1 | -1
CC(O)CNc1nc2c(c(=O)n(Cc3ccccc3)c(=O)n2C)n1C (configuration not stated) | 19 | -4 | 95 | 10 | -3 | 1.1 | -12 | 2 | -3 | -2
COCCCNC(=O)c1cc(C)nn1-c1ccccc1 | 12 | 5 | 100 | 2 | -3 | -0.7 | -5 | 1 | -1 | -1
NC(=S)NN=C1c2cc(S(=O)(=O)N3CCOCC3)ccc2-c2ccc(S(=O)(=O)N3CCOCC3)cc21 | -2 | -11 | 100 | 4 | 0 | -1.5 | 1 | -1 | 1 | 5
Cc1cc(F)ccc1N1CCC(N2CCN(C(C)C)C(CCO)C2)CC1 (configuration not stated) | 7 | -6 | 100 | 12 | 1 | 0.3 | 7 | 1 | -1 | -5

Screens from PubChem.
